# Screens as filed in PubChem.
# RGS7-Gao reg = regulators of human RGS7-Galphao interaction. Multiplexed bead flow cytometry, RGS7-Galphao binding; actives lie on both sides. binding response (% of control), % at 10 µM. P09471. actives 0.35% (n = 220,000). AID 1439; in the data active = binding response below about 49% or above about 150%; inconclusive = no clear call, values can overlap the other calls; inactive = in between;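 note: fluorescent Galphao held in activated GDP-AlF4 state binding bead-coupled RGS7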
# Target sequence (P09471 whole entry, looked up): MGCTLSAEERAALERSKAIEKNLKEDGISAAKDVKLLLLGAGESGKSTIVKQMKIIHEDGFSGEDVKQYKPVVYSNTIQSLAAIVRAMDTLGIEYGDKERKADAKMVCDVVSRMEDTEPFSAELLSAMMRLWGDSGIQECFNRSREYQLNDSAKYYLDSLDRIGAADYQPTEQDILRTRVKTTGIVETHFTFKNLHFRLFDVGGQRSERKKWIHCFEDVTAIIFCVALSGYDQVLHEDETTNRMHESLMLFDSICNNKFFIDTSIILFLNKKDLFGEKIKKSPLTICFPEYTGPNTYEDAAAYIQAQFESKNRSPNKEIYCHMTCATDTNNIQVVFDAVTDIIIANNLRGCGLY
# RGS8-Gao = modulates binding of RGS8 to human Galphao. P09471. actives 0.34% (n = 220,000). response (percent of control binding), % at 10 µM. multiplexed bead flow cytometry; actives lie on both sides; in the data active = response below about 60% or above about 140%; inactive = in between;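 note: Galphao activated as the GDP aluminium fluoride complex binding bead-coupled RGS8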
# Bim-Mcl-1 = disrupts Bim peptide binding to human Mcl-1 | actives 0.1% (n = 190,000) | Bead-based flow cytometry, Bim peptide-Mcl-1 binding | inhibition, % at 10 µM; in the data active = inhibition above about 40%;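 note: 0% = no compound tracer wells and 100% = peptide blocker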
# Target sequence (Q07820 whole entry, looked up): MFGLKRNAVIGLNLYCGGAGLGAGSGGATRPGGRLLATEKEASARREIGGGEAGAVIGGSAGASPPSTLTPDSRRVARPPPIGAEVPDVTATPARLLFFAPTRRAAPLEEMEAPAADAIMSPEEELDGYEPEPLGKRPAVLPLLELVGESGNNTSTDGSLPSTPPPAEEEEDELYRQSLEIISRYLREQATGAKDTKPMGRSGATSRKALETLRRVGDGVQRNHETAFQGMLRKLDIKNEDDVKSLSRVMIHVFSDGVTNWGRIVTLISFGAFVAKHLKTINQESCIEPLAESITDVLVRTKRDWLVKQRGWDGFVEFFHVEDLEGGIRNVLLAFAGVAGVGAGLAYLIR
# Mcl1 Noxa PPI = Mcl-1/Noxa interaction inhibition. TR-FRET Mcl-1/Noxa peptide binding, 2 h. Q07820. inhibition, % at 21.7 µM. AID 1022. actives 1.5% (n = 220,000);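 active = compounds that cut the protein-peptide binding signal by more than 50% relative to plate controls in a single-dose test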;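 note: His-tagged Mcl-1 with rhodamine Noxa BH3 peptide and terbium anti-His antibody; 0% = Mcl-1 plus Noxa peptide wells and 100% = peptide-only wells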
# ABCB1 block = human ABCB1 inhibition, ABCG2 as counter-screen; CCRF-Adr cells, JC-1 efflux, flow cytometry; P08183; inhibition, % at 6.6 µM; actives 0.067% (n = 190,000); in the data active = inhibition above about 40%;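 note: 0% = vehicle and 100% = reference inhibitor; higher value means more JC-1 retained so stronger ABCB1 efflux block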
# Avidin fluor = compound fluoresces at 488/530 nm on avidin beads; compound fluorescence 488/530 nm, flow cytometry; active compounds read high; fluorescence (KMESF) at 10 µM; actives 0.38% (n = 220,000); in the data active = fluorescence above about 47; note: inactives centre near 10
# RGS4-Gao reg = modulates binding of RGS4 to human Galphao; P09471; Multiplexed bead flow cytometry; actives lie on both sides; binding response (% of control), % at 10 µM; actives 0.33% (n = 220,000); in the data active = binding response below about 49% or above about 150%; inactive = in between;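 note: fluorescent Galphao activated with aluminum fluoride binding bead-coupled RGS4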
# ABCG2 inh = blocks JC-1 efflux by human ABCG2 transporter; Q9UNQ0; IgMXP3 cells, flow cytometry; inhibition, % at 6.6 µM; actives 0.1% (n = 190,000);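 active = inhibition above 80%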;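 note: 0% = DMSO and 100% = nicardipine control wells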
#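 Test system: ABCG2 IgMXP3 and barcoded ABCB1 CCRF-Adr cell mix; Schedule: cells with compound and JC-1, 10 min at 25 °C, rotating, no wash; Technique: flow cytometry of retained JC-1 fluorescence; Measure: % inhibition of efflux relative to nicardipine and DMSO; Controls: nicardipine high and DMSO low controls.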
# GSH bead fluor = compound fluoresces at 488/530 nm on GSH beads; actives 0.25% (n = 190,000); GSH beads flow cytometry, compound fluorescence 488/530 nm; active compounds read high; fluorescence (KMESF) at 10 µM; in the data active = fluorescence above about 89;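 note: glutathione beads carrying GST-tagged Bcl family fusion proteins plus one bare bead set; values are compound well signal with DMSO vehicle wells as background; inactives centre near 16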
# Mcl1 Bid PPI = Mcl-1/Bid interaction inhibition | Q07820 | TR-FRET Mcl-1/Bid-Dy647 peptide binding, 1536-well | inhibition, % at 21.7 µM | actives 0.97% (n = 220,000) | AID 1021;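 active = compounds that cut the binding signal by more than half at the single screening dose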;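 note: His-tagged Mcl-1 with europium anti-His antibody binding Bid BH3 peptide; 0% = Mcl-1 plus peptide wells and 100% = peptide-only wells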
# Pf gametocyte = kills late stage P. falciparum gametocytes; actives 0.065% (n = 150,000); P. falciparum stage V gametocytes, ATP luminescence, 24 h; AID 743093; inhibition, % at 10.9 µM;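 active = inhibition above the mean plus 3 SD of compounds within the control limits, set per campaign, cut at about 38% in these data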;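 note: 0% = DMSO wells and 100% = medium only without gametocytes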
# * = called active by the depositor; ? = inconclusive; / = not tested or not shown. Not a hit list; about 3.3% have a hit in one of these screens.
SMILES,RGS7-Gao reg,RGS8-Gao,Bim-Mcl-1,Mcl1 Noxa PPI,ABCB1 block,Avidin fluor,RGS4-Gao reg,ABCG2 inh,GSH bead fluor,Mcl1 Bid PPI,Pf gametocyte
CCCn1c(=O)c(C(=O)Nc2ccccc2)c(O)c2ccccc21,100.5,103.1,-1.0,-1.3,0.8,23,100.5,2.5,11,7.4,-1.2
Cn1c(N)c(C(=O)COC(=O)c2cncc(Br)c2)c(=O)n(C)c1=O,100.6,102.5,3.0,37.3,-2.4,5,101.2,-6.7,10,-15.7,-8.6
Cc1ccc(C(=O)N[C@H](C(=O)OCC(=O)c2ccc[nH]2)C(C)C)cc1,99.9,107.5,-2.0,37.5,0.3,2,103.3,0.4,5,-5.5,1.2
CN(C)/C=N/c1nc2nccc(-c3cccs3)n2n1,95.8,100.0,0.0,-2.1,0.3,12,99.7,6.8,12,14.4,-24.4
CCO[C@@H]1OC(C(=O)NCc2nc3ccccc3[nH]2)=C[C@H](C2CCCCC2)[C@H]1CCCO,94.7,96.2,1.0,-5.9,-0.2,5,96.8,-0.9,17,5.0,12.2
O=C(/C=C/c1ccccc1)Oc1ccc(C(=S)N2CCOCC2)cc1,97.0,97.4,-4.0,22.9,0.3,14,95.5,0.1,11,-45.9,-5.3
CN(C)CCCN(Cc1ccccc1)C(=S)Nc1cccc(C(F)(F)F)c1,100.4,101.4,-8.0,12.9,0.3,22,101.2,39.1,12,-24.6,11.8
COc1c(Br)cc(Br)cc1/C=C1/C(=O)N=C(N)N1C,105.8,100.5,0.0,-39.0,0.4,12,101.7,2.4,12,-33.3,1.1
CCc1ccc(-c2cn(-c3nc(C)cc(C)n3)c(=N)o2)cc1,102.1,101.4,-1.0,10.8,2.2,9,98.1,21.4,53,-8.2,8.2
CCCn1c(NCc2ccc3c(c2)OCO3)nc2ccccc21,112.0,90.7,-2.0,18.3,2.6,12,90.6,11.2,29,-4.2,7.7
O=C(O)CSc1nnc(-c2ccccc2O)n1Cc1ccccc1,97.6,98.5,-1.0,13.2,0.6,12,98.9,1.9,25,-6.9,-28.7
O=[N+]([O-])c1ccc(N2CCCCC2)cn1,93.0,100.2,-2.0,-26.1,1.5,8,97.8,3.5,14,-21.7,-3.1
Nc1nc(CSc2nnc(-c3cccc(F)c3)n2-c2ccccc2)nc(N2CCOCC2)n1,98.8,101.2,-2.0,-4.0,-2.3,3,101.1,-2.7,10,-10.6,0.2
O=[N+]([O-])c1ccc(C(O)C23CN4CN(CN(C4)C2)C3)cc1 (stereo not given),103.3,99.0,-2.0,15.8,-0.6,27,103.2,-1.8,62,-3.5,10.0
CCN(C(=O)CN1CCN(c2cccc(C(F)(F)F)c2)CC1)c1c(N)n(Cc2ccccc2)c(=O)[nH]c1=O,98.9,100.9,-3.0,10.9,1.2,10,103.3,2.6,17,-14.2,-9.4

# Given as tab-separated lines: entries from further up.
canonical_smiles	RGS7-Gao reg	RGS8-Gao	Bim-Mcl-1	Mcl1 Noxa PPI	ABCB1 block	Avidin fluor	RGS4-Gao reg	ABCG2 inh	GSH bead fluor	Mcl1 Bid PPI	Pf gametocyte
CCCn1c(=O)c(C(=O)Nc2ccccc2)c(O)c2ccccc21	100.5	103.1	-1.0	-1.3	0.8	23	100.5	2.5	11	7.4	-1.2
Cn1c(N)c(C(=O)COC(=O)c2cncc(Br)c2)c(=O)n(C)c1=O	100.6	102.5	3.0	37.3	-2.4	5	101.2	-6.7	10	-15.7	-8.6
Cc1ccc(C(=O)N[C@H](C(=O)OCC(=O)c2ccc[nH]2)C(C)C)cc1	99.9	107.5	-2.0	37.5	0.3	2	103.3	0.4	5	-5.5	1.2
CN(C)/C=N/c1nc2nccc(-c3cccs3)n2n1	95.8	100.0	0.0	-2.1	0.3	12	99.7	6.8	12	14.4	-24.4
CCO[C@@H]1OC(C(=O)NCc2nc3ccccc3[nH]2)=C[C@H](C2CCCCC2)[C@H]1CCCO	94.7	96.2	1.0	-5.9	-0.2	5	96.8	-0.9	17	5.0	12.2
O=C(/C=C/c1ccccc1)Oc1ccc(C(=S)N2CCOCC2)cc1	97.0	97.4	-4.0	22.9	0.3	14	95.5	0.1	11	-45.9	-5.3
CN(C)CCCN(Cc1ccccc1)C(=S)Nc1cccc(C(F)(F)F)c1	100.4	101.4	-8.0	12.9	0.3	22	101.2	39.1	12	-24.6	11.8
COc1c(Br)cc(Br)cc1/C=C1/C(=O)N=C(N)N1C	105.8	100.5	0.0	-39.0	0.4	12	101.7	2.4	12	-33.3	1.1
CCc1ccc(-c2cn(-c3nc(C)cc(C)n3)c(=N)o2)cc1	102.1	101.4	-1.0	10.8	2.2	9	98.1	21.4	53	-8.2	8.2
CCCn1c(NCc2ccc3c(c2)OCO3)nc2ccccc21	112.0	90.7	-2.0	18.3	2.6	12	90.6	11.2	29	-4.2	7.7

# Following part:
SMILES,RGS7-Gao reg,RGS8-Gao,Bim-Mcl-1,Mcl1 Noxa PPI,ABCB1 block,Avidin fluor,RGS4-Gao reg,ABCG2 inh,GSH bead fluor,Mcl1 Bid PPI,Pf gametocyte
O=C(C1CCC(Cn2c(=S)[nH]c3ccccc3c2=O)CC1)N1CCN(c2ccccn2)CC1 (stereo not given),111.0,119.2,19.0,10.8,8.0,8,111.4,1.4,9,-30.1,6.1
COc1ccc(S(=O)(=O)N2CCOCC2)cc1NC(=O)Cc1ccccc1Cl,106.7,101.9,-2.0,17.2,0.4,14,102.8,3.2,18,-37.7,-6.7
CCS(=O)(=O)c1ccc2oc(Nc3ccc(OC)cc3)nc2c1,97.2,99.8,-1.0,15.1,0.6,9,100.5,2.5,11,-0.5,-13.0
O=S(=O)(Nc1ccc(C(F)(F)F)cc1)c1cnc[nH]1,101.8,100.9,-2.0,1.1,-0.4,23,99.6,-1.7,23,-14.6,/
Cc1cccn2c(=O)c(/C=C(\C#N)S(=O)(=O)c3ccccc3)c(N3CCC(C(N)=O)CC3)nc12,101.2,102.4,2.0,5.5,0.1,8,99.1,0.4,16,-28.1,-29.4
O=C(c1cccs1)N1CCN(C2CCCCC2)CC1,105.6,101.4,-1.0,25.5,0.1,14,103.6,-0.1,25,21.6,12.2
CNc1ccccc1C(C)(C)c1cc(-c2cccc(OC)c2)no1,96.9,98.5,0.0,2.5,0.3,21,97.7,0.9,9,-13.1,15.5
CS(=O)(=O)c1ccc(C(=O)NCc2ccccc2F)cc1,107.9,101.0,2.0,2.4,0.1,16,102.6,0.4,65,1.3,-1.5
Cc1ccc(-n2c(-c3ccco3)n[nH]c2=S)cc1,98.4,98.8,-1.0,2.4,-0.1,8,98.5,0.1,24,-48.1,6.0
Cc1ccc(-c2nn3c(C)nnc3c3ccccc23)cc1S(=O)(=O)N1CCN(CCO)CC1,94.6,98.1,1.0,8.5,0.0,7,94.0,-1.0,27,-12.9,-16.0
CCCC1=C(C(=O)OCC)C(c2cccnc2)n2nc(C)nc2N1 (stereo not given),?,100.9,/,0.0,/,5,101.3,/,/,-3.6,-10.8
CCN(CC)CCCN(Cc1cc2ccc(C)c(C)c2[nH]c1=O)C(=O)NC1CCCCC1,99.3,99.2,0.0,8.3,0.5,16,101.7,1.2,17,1.8,14.5
Cc1ccc(Nc2nc(N3CCN(C)CC3)nc(N)c2[N+](=O)[O-])cc1C,100.1,113.7,-11.0,6.5,4.3,10,105.4,15.3,16,-53.8,/
CO/N=C1\CCCc2c(C(=O)NN)sc(SC)c21,?,101.4,/,-3.4,/,9,100.1,/,/,-68.8,3.0
O=C(COC(=O)c1ccco1)Nc1cccc(Br)c1,102.1,101.4,-8.0,9.9,0.7,10,100.0,19.5,26,-28.4,/
Cn1c(=O)c2c(ncn2CC(=O)N/N=C/c2ccco2)n(C)c1=O,110.3,119.8,6.0,-14.7,-0.7,13,105.7,-5.2,15,-25.8,/
CCCOc1ccc(-c2nnc(-c3ccco3)o2)cc1,91.7,95.0,0.0,11.6,-5.2,6,90.0,-4.1,27,-14.3,-2.1
Cc1cccc(C(=O)NNC(=O)CCn2nnc3ccccc32)c1,103.8,103.6,-2.0,27.0,0.2,11,105.2,4.4,13,-7.0,12.7
NC(=S)N/N=C/c1ccc(-c2ccc([N+](=O)[O-])cc2)o1,?,97.8,0.0,52.0*,0.3,11,100.4,0.2,12,-14.1,-8.8
CCN(CC)CCCOc1nc(C)nc2c1oc1ccccc12,110.4,104.8,0.0,22.8,0.7,13,120.7,1.8,7,-8.6,-8.3
Cc1ccc(Nc2nc(CSc3nnc(-c4ccncc4)n3-c3ccccc3C)cs2)cc1,101.8,100.5,-6.0,25.0,4.7,8,102.9,5.0,9,-5.8,0.9
CCOC(=O)C1CCCN(CC(O)COCc2ccc3c(c2)OCO3)C1 (stereo not given),98.8,100.0,-1.0,8.0,-0.1,7,100.3,0.5,14,0.7,/
CCc1ccc(C2CC(c3ccccc3C)n3nc(N)nc3N2)cc1 (stereo not given),87.2,94.8,3.0,21.0,-2.5,8,91.9,-2.7,18,-3.0,/
O=S(=O)(NCc1ccc(Cl)cc1Cl)c1ccc(N2CCOCC2)nc1,?,100.7,/,-7.5,/,5,104.3,/,/,-3.2,-23.7
Cc1nn(-c2ncc(C(F)(F)F)cc2Cl)c(=O)n1-c1cccc(Cl)c1,102.3,100.7,1.0,-6.2,0.3,6,99.9,0.8,5,-24.1,/
CC(CCOC1=NS(=O)(=O)c2ccccc21)NC(=O)C(=O)Nc1ccccc1 (stereo not given),?,60.8,/,-1.6,/,0,22.5*,/,/,-11.0,-1.1
COc1ccccc1NC(=S)N(Cc1cccs1)C1CCCC1,95.6,100.2,1.0,10.1,0.0,9,102.4,3.9,20,-12.5,4.3
CCNC(=O)NC(=O)C(C)OC(=O)C1CCN(S(=O)(=O)c2ccccc2C(=O)OC)CC1 (stereo not given),101.2,107.1,2.0,7.0,6.8,13,102.5,23.4,11,-2.9,/
O=C(CC1Nc2c3ccccc3nc(=S)n2C1=O)NC1CCCCC1 (stereo not given),99.2,103.4,0.0,12.7,-0.5,13,100.5,-1.7,13,-45.3,/
